# Screening data as filed in PubChem BioAssay.
# Bcl-W Bim block = inhibitors of Bim-Bcl-W interaction, human. Q92843. bead-based flow cytometry, Bim peptide-Bcl-W binding. inhibition, % at 10 µM. actives 0.02% (n = 190,000);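 further: 0% = bound tracer without compound and 100% = peptide blocker; higher means less fluorescent Bim peptide bound to Bcl-W beads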
# RGS8-Gao reg = human RGS8-Galphao interaction regulation; P09471; multiplexed bead flow cytometry, RGS8-Galphao binding; actives lie on both sides; response (percent of control binding), % at 10 µM; actives 0.34% (n = 220,000); AID 1423; in the data active means response below about 60% or above about 140%; inactive means in between;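 further: Galphao activated as the GDP aluminium fluoride complex binding bead-coupled RGS8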
# Target sequence (P09471 whole entry, looked up): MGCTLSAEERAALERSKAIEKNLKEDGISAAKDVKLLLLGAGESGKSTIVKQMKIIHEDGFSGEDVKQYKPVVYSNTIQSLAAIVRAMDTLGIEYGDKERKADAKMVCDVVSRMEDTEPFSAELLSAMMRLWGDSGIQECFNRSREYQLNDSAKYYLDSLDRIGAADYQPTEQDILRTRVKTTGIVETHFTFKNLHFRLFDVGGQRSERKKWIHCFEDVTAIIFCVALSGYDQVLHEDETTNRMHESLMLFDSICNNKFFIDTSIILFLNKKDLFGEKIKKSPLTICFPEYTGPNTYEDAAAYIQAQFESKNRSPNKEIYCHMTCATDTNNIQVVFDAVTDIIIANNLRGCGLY
# RGS4-Gao reg = modulates binding of RGS4 to human Galphao. binding response (% of control), % at 10 µM. P09471. actives 0.33% (n = 220,000). Multiplexed bead flow cytometry; actives lie on both sides; in the data active means binding response below about 49% or above about 150%; inactive means in between;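 further: fluorescent Galphao activated with aluminum fluoride binding bead-coupled RGS4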
# Bcl-2 Bim block = inhibitors of Bim-Bcl-2 interaction, human | Bead-based flow cytometry, Bim peptide-Bcl-2 binding | inhibition, % at 10 µM | actives 0.06% (n = 190,000) | AID 950; in the data active means inhibition above about 40%; inconclusive means no clear call, values can overlap the other calls;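 further: 0% = no compound wells with probe peptide and 100% = reference peptide inhibitor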
# Bcl-B Bim block = disrupts Bim peptide binding to human Bcl-B. inhibition, % at 10 µM. AID 951. Q9HD36. bead-based flow cytometry. actives 0.073% (n = 190,000);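 further: 0% = tracer peptide without compound and 100% = reference inhibitor peptide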
# Target sequence (Q9HD36 whole entry, looked up): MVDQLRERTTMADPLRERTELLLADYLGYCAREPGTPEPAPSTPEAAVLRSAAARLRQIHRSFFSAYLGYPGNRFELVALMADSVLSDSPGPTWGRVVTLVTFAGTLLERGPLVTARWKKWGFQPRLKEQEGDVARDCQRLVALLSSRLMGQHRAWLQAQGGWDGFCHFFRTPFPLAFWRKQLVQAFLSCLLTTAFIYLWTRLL
# Mcl1-Bid inh = Mcl-1/Bid interaction inhibition | AID 1021 | inhibition, % at 21.7 µM | Q07820 | actives 0.97% (n = 220,000) | TR-FRET Mcl-1/Bid-Dy647 peptide binding, 1536-well;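 active means compounds that cut the binding signal by more than half at the single screening dose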;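 further: His-tagged Mcl-1 with europium anti-His antibody binding Bid BH3 peptide; 0% = Mcl-1 plus peptide wells and 100% = peptide-only wells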
# Mcl1 Noxa PPI = Mcl-1/Noxa interaction inhibition; Q07820; TR-FRET Mcl-1/Noxa peptide binding, 2 h; inhibition, % at 21.7 µM; actives 1.5% (n = 220,000); AID 1022;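 active means compounds that cut the protein-peptide binding signal by more than 50% relative to plate controls in a single-dose test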;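 further: His-tagged Mcl-1 with rhodamine Noxa BH3 peptide and terbium anti-His antibody; 0% = Mcl-1 plus Noxa peptide wells and 100% = peptide-only wells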
# RGS7-Gao = regulators of human RGS7-Galphao interaction. P09471. actives 0.35% (n = 220,000). Multiplexed bead flow cytometry, RGS7-Galphao binding; actives lie on both sides. binding response (% of control), % at 10 µM; in the data active means binding response below about 49% or above about 150%; inconclusive means no clear call, values can overlap the other calls; inactive means in between;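 further: fluorescent Galphao held in activated GDP-AlF4 state binding bead-coupled RGS7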
# Bim-Bcl-XL = inhibitors of Bim-Bcl-XL interaction, human; Bim peptide-Bcl-XL binding, bead flow cytometry, fluorescence; inhibition, % at 10 µM; actives 0.04% (n = 190,000)
# Mcl-1 Bim block = human Bim-Mcl-1 interaction inhibition; Q07820; actives 0.1% (n = 190,000); inhibition, % at 10 µM; AID 1009; Bead-based flow cytometry, Bim peptide-Mcl-1 binding;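 further: 0% = no compound tracer wells and 100% = peptide blocker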
# Bim-Bfl-1 = disrupts Bim binding to human Bfl-1; Q16548; Bead-based flow cytometry, Bim-Bfl-1 binding inhibition; inhibition, % at 10 µM; actives 0.12% (n = 190,000); AID 1008;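 further: 0% = wells without compound plus tracer and 100% = blocker peptide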
# The depositor's hits bear a star; ? = inconclusive; / = not tested or not shown. Unless noted, no stated cut-off is given here; in the data, active means inhibition above about 40%.
# The opening 6 entries, to show the layout:
SMILES,Bcl-W Bim block,RGS8-Gao reg,RGS4-Gao reg,Bcl-2 Bim block,Bcl-B Bim block,Mcl1-Bid inh,Mcl1 Noxa PPI,RGS7-Gao,Bim-Bcl-XL,Mcl-1 Bim block,Bim-Bfl-1
CCc1ccc(OCC(O)CNC(C)(C)C)cc1 (configuration not stated),2,98,107,3,-1,-18,7,98,-1,2,0
Cc1cccc(C)c1NC(=O)COC(=O)COc1ccc2c(C)cc(=O)oc2c1,-5,99,99,-1,-7,5,-10,99,-5,-6,-2
Cc1noc(C)c1CSc1nnc(-c2ccccc2F)n1CCc1ccccc1,-2,95,95,-3,-7,-31,-17,94,-1,-3,0
Cc1cc(C)n(CC(=O)n2c3c(c4ccccc42)CCCC3)n1,4,/,/,-6,-5,-10,-6,/,-7,0,-7
CC(=O)c1c(C)[nH]c(C(=O)OCC(=O)Nc2cccc(S(=O)(=O)N3CCCC3)c2)c1C,0,100,97,-6,-8,16,12,98,-3,0,-8
COc1ccccc1/C=C/C=N/n1c(-c2cc(-c3ccccc3)n[nH]2)n[nH]c1=S,/,97,98,/,/,-30,-3,?,/,/,/

# All compounds of this part, from the first entry:
SMILES,Bcl-W Bim block,RGS8-Gao reg,RGS4-Gao reg,Bcl-2 Bim block,Bcl-B Bim block,Mcl1-Bid inh,Mcl1 Noxa PPI,RGS7-Gao,Bim-Bcl-XL,Mcl-1 Bim block,Bim-Bfl-1
CCc1ccc(OCC(O)CNC(C)(C)C)cc1 (configuration not stated),2,98,107,3,-1,-18,7,98,-1,2,0
Cc1cccc(C)c1NC(=O)COC(=O)COc1ccc2c(C)cc(=O)oc2c1,-5,99,99,-1,-7,5,-10,99,-5,-6,-2
Cc1noc(C)c1CSc1nnc(-c2ccccc2F)n1CCc1ccccc1,-2,95,95,-3,-7,-31,-17,94,-1,-3,0
Cc1cc(C)n(CC(=O)n2c3c(c4ccccc42)CCCC3)n1,4,/,/,-6,-5,-10,-6,/,-7,0,-7
CC(=O)c1c(C)[nH]c(C(=O)OCC(=O)Nc2cccc(S(=O)(=O)N3CCCC3)c2)c1C,0,100,97,-6,-8,16,12,98,-3,0,-8
COc1ccccc1/C=C/C=N/n1c(-c2cc(-c3ccccc3)n[nH]2)n[nH]c1=S,/,97,98,/,/,-30,-3,?,/,/,/
CCN(c1ccc(C)c(C)c1)S(=O)(=O)c1c(C)[nH]c(=O)[nH]c1=O,0,102,100,-2,-1,-25,17,103,-2,-1,-1
CCOC(=O)c1c(C)n(C)c2ccc(OCC(O)CN3CCN(C)CC3)cc12 (configuration not stated),-5,99,95,-8,-8,30,34,93,-7,-5,-13
COc1ccc(-n2nnc3c(SCC(=O)OCc4ccccc4)ncnc32)cc1,2,94,92,0,3,-6,9,89,0,13,1
C=CCn1c(SCC(=O)NCCOC)nnc1-c1cc2c(s1)CCC(CC)C2 (configuration not stated),-5,98,97,-8,-9,-7,-7,93,-8,-3,-7
CC1CCCCN1C(=O)Cn1cc(/C=C2/C(=O)Nc3ccccc32)c2ccccc21 (configuration not stated),-6,55*,50*,-6,-5,-22,-4,44*,-1,-3,-2
O=C(Cc1ccccc1)Nc1ccc(C(=O)NCC2COc3ccccc3O2)cc1 (configuration not stated),-4,101,101,-3,-17,-27,-4,99,-17,-6,-12
FC(F)(F)c1nnc(N2CCN(c3ccc(Cl)cc3)CC2)s1,/,102,103,/,/,-9,-8,?,/,/,/
CCOC(=O)c1cc2cc3ccccc3cc2[nH]1,1,104,105,7,0,-4,19,103,-1,0,3
CC(/C=C/c1ccco1)=N/NC(=O)C1COc2ccccc2O1 (configuration not stated),/,99,94,/,/,-24,12,?,/,/,/
Cc1ccccc1C(=O)NCc1nnc(SCC(=O)N2c3ccccc3Sc3ccccc32)n1C,-3,100,102,-15,-11,-13,-9,100,-11,-6,-19
O=C(Nc1ccccc1)/C(=C\c1ccccc1)NC(=O)c1ccco1,/,99,100,/,/,-10,-4,?,/,/,/
Nc1[nH]nc2nc3ccccc3cc12,-1,94,91,-3,-1,-27,-7,97,0,-2,1
CCOC(=O)N1CCC(NC(=O)C(CC(C)C)NC(=O)C2CCC(C)CC2)CC1 (configuration not stated),1,102,103,-5,-8,7,1,104,-10,-3,-11
COc1cnc(SCc2ccc(Cl)cc2)nc1Cl,1,109,110,-5,-4,3,0,106,2,1,-6
Cc1ccc(C(c2nnnn2CS(=O)(=O)c2ccc(C)cc2)N2CCC(C)CC2)cc1 (configuration not stated),5,102,101,-10,-7,9,23,104,-12,-6,-10
O=C(NC(Cc1ccccc1)C(=O)N1CCCC1C(=O)O)c1ccccc1 (configuration not stated),-4,101,100,-2,-4,-3,-3,100,-5,-2,-3

# Some entries already given with just Mcl1-Bid inh:
mol,Mcl1-Bid inh
Cc1noc(C)c1CSc1nnc(-c2ccccc2F)n1CCc1ccccc1,-31
Cc1cc(C)n(CC(=O)n2c3c(c4ccccc42)CCCC3)n1,-10

# Whole records as entered above. Screens in order: Bcl-W Bim block, RGS8-Gao reg, RGS4-Gao reg, Bcl-2 Bim block, Bcl-B Bim block, Mcl1-Bid inh, Mcl1 Noxa PPI, RGS7-Gao, Bim-Bcl-XL, Mcl-1 Bim block, Bim-Bfl-1
# Entry for CCc1ccc(OCC(O)CNC(C)(C)C)cc1 (configuration not stated) → 2, 98, 107, 3, -1, -18, 7, 98, -1, 2, 0
# Entry for Nc1[nH]nc2nc3ccccc3cc12 → -1, 94, 91, -3, -1, -27, -7, 97, 0, -2, 1
# Entry for CCOC(=O)N1CCC(NC(=O)C(CC(C)C)NC(=O)C2CCC(C)CC2)CC1 (configuration not stated) → 1, 102, 103, -5, -8, 7, 1, 104, -10, -3, -11
